ALOX12 inh – blocks human arachidonate 12S-lipoxygenase | P18054 | purified 12hLO, xylenol orange hydroperoxide absorbance | Potency, µM (series often up to 108 µM), for inactives: at the top dose activity change, negative = inhibition, hits mostly inhibitors | 1.1% of 580,000 active | AID 1671190; note: % is set by controls: 0 for no effect and ±100 for the full control effect
Target sequence (P18054 whole entry, looked up): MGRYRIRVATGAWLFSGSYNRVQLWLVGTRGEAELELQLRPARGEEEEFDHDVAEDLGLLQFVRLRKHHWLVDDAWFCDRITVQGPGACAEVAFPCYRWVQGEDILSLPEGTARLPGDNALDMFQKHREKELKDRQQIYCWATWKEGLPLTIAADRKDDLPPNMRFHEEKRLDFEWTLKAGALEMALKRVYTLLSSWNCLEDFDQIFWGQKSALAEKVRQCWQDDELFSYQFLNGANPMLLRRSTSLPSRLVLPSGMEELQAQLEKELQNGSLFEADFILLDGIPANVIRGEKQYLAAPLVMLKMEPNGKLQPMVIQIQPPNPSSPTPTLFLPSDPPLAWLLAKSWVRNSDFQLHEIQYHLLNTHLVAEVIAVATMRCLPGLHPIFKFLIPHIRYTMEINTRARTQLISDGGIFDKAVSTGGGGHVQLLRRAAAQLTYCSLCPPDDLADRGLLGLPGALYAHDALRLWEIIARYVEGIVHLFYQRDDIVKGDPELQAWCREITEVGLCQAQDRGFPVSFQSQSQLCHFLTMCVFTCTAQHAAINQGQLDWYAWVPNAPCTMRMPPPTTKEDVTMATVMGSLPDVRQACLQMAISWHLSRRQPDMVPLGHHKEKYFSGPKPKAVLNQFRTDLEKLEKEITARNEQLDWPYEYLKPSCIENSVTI
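Purified human 12hLO (150 nM final) in 25 mM Hepes, 0.01% Triton X-100, pH 7.0 was preincubated 15 min at room temperature with compound. Then 40 uM arachidonic acid was added, 30 min. Hydroperoxide was read by Fe-XO absorbance ratio 573/405 nm.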
ERG-DNA inh – blocks human ERG Ets domain binding to DNA. P11308. fluorescence polarization, His-ERG Ets domain / labelled DNA. Potency, µM (titrated, usually from 76.9 µM), without a hit: at the highest dose FP activity, negative = inhibition, hits mostly inhibitors. 0.028% of 370,000 active. AID 624246; active = well fitted inhibition curve with a large enough effect in the polarisation, with a control signal flat; inconclusive = small, poorly fitted or top-dose-only effect, or effect the other way, or a change in a side signal; inactive = no such curve, though single readings can be large or run the other way; the % refers to the polarisation;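 note: polarization taken with two DNA probes labelled with fluorescein and Texas red; % of control where 0% means no effect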
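His-tagged ERG Ets domain (1 uM in the protein solution; 300mM KCl, 50mM Tris-HCl, 1mM EDTA, 1mM DTT, pH 7.5) received compound, then a probe mix of 5 nM fluorescein-DNA and 100nM Texas-615-DNA. Fluorescence polarization was read for both dyes.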
RGS4 inhibitor – human RGS4 inhibition. P49798. Transcreener GDP fluorescence polarization, RGS4-accelerated GTP hydrolysis. Potency, µM (series often up to 114 µM), for the others: at the highest dose activity change, negative = inhibition, most hits filed as inhibitors. 0.039% of 390,000 active. AID 504845; note: % is set by controls: 0 for no effect and ±100 for the full control effect; nearly all actives have a fitted effect of over 75% in size; some results filed as inactive show a strong effect at the top dose
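MLSMR compounds (23 nl, pin-transferred) preincubated 10 min at room temperature with a 500nM (2x) first reagent, then RGS4 at 900nM (2x) plus Transcreener GDP mix added; fluorescence polarization (620/688 nm) read before and after 90 min at 30 °C.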
rTrxR1 inhibitor – inhibitors of rat thioredoxin reductase 1. O89049. recombinant rTrxR1, NADPH fluorescence consumption, selenite substrate. Potency, µM (doses to about 114 µM), without a hit: top-dose activity change, negative = inhibition, most hits filed as inhibitors. 1% of 390,000 active. AID 588453; note: % is set by controls: 0 for no effect and ±100 for the full control effect; nearly all actives have a fitted effect of over 65% in size
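Rat TrxR1 (90 nM in the dispensed reagent) was pre-reduced with 400 uM NADPH for 5 min at room temperature, then incubated with compound for 15 min. After 400 uM selenite was added, NADPH fluorescence (Ex 340/Em 450 nm) was followed for 8 min.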
JMJD2A Tudor inh – JMJD2A Tudor domain (human) inhibition; O75164; AlphaScreen JMJD2A-Tudor / H3K4me3 peptide binding; Potency, µM (highest dose often 114 µM), for the others: at the top dose activity change, negative = inhibition, hits mostly inhibitors; 4.4% of 390,000 active; AID 504339; note: % is set by controls: 0 for no effect and ±100 for the full control effect; nearly all actives have a fitted effect of over 50% in size
GLS inh – glutaminase GLS (human) inhibition. O94925. GLS enzymatic activity, qHTS titration. Potency, µM (highest dose often 45.5 µM), inactives show at the highest dose activity change, negative = inhibition, usual class: inhibitors. 0.21% of 410,000 active. AID 624170; note: % is set by controls: 0 for no effect and ±100 for the full control effect
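Enzyme dispensed in phosphate buffer (45 mM, pH 8.2, 0.02% Tween-20), compounds pinned in, then 1 mM L-glutamine solution and the glutamate oxidase–HRP–Amplex Red mix added; fluorescence read immediately and again after 30 min at room temperature.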
PGK inhibitor – inhibitors of T. brucei phosphoglycerate kinase; PGK/GAPDH coupled, Kinase-Glo luminescence, 60 min; 0.043% of 380,000 active; AID 602233; P07378; Potency, µM (top dose mostly 57.5 µM), inactives show top-dose activity change, negative = inhibition, actives largely listed as inhibitors; note: % is set by controls: 0 for no effect and ±100 for the full control effect; nearly all actives have a fitted effect of over 60% in size
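Recombinant glycosomal PGK reaction used 1,3-bisphosphoglycerate generated in-well by GAPDH (100nM final) in 100mM TEA pH 7.6, 5mM MgCl2, 0.01% Tween-20. After 60 minutes at room temperature, ATP was read by Kinase-Glo Plus luminescence end-point.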
Pin1 inhibitor – human Pin1 inhibition. Potency, µM (doses to about 115 µM), inactives show at the top dose activity, negative = inhibition, hits mostly inhibitors. 0.009% of 390,000 active. Q13526. Pin1 FP peptide displacement, HiFluor488, 10 min. AID 504891; active = well fitted inhibition curve with a large enough effect in the polarisation, with a control signal flat, not every such curve was filed as active; inconclusive = small, poorly fitted or top-dose-only effect, or effect the other way, or a change in a side signal; inactive = no such curve, though single readings can be large or run the other way; the % refers to the polarisation; note: % is set by controls: 0 for no effect and ±100 for the full control effect
Target sequence (Q13526 whole entry, looked up): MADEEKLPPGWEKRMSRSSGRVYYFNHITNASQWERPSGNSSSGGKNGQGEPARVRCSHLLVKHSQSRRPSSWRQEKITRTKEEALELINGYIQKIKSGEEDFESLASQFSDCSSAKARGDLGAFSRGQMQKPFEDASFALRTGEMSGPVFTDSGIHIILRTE
HP1b chromo inh – HP1-beta chromodomain-methylated histone interaction inhibition; P83916; AlphaScreen HP1-beta / biotin-H3K9me3 peptide binding; Potency, µM (highest dose often 114 µM), for inactives: at the highest dose activity change, negative = inhibition, actives largely listed as inhibitors; 0.56% of 390,000 active; AID 540317; note: nearly all actives have a fitted effect of over 70% in size; inactives centre near 23
Target sequence (P83916 whole entry, looked up): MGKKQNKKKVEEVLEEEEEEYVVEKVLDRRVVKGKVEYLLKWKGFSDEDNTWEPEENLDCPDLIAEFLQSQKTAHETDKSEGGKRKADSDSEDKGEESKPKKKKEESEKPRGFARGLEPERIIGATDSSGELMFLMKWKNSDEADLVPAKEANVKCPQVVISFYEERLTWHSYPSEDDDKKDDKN
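Compound inhibition of the preformed complex between 50 nM HP1-beta and 50 nM biotinylated H3K9me3 peptide was read by AlphaScreen. Buffer was PBS pH 7.4 with 0.01% Tween-20. Incubations ran 30 min at room temperature, with 10 ug/mL donor/acceptor beads.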
* marks the source's active call; other numbers are inactive results; i = inactive; ? = inconclusive; / = no result given; [ ] = dose if it differs, or a comment. Unless noted, calls come from the whole dose curve; as a rule, active = well fitted curve in the direction sought with a large enough effect; inconclusive = small, poorly fitted or top-dose-only effect, or another doubt; inactive = no such curve, though single readings can be large; an effect the other way counts as inactive or inconclusive. Potency is the fitted concentration of half-maximal effect. These rows are one share of the data (hit frequency here may not be typical).

ALOX12 inh | ERG-DNA inh | RGS4 inhibitor | rTrxR1 inhibitor | JMJD2A Tudor inh | GLS inh | PGK inhibitor | Pin1 inhibitor | HP1b chromo inh | SMILES
25% | -12% | 17% | -5%[57.1 µM] | -17% | 3% | 2% | -1% | 31% | CCCc1cc(=O)oc2cc(C)cc(OC(C)C(=O)NCC3CCC(C(=O)O)CC3)c12 (configuration not stated)
-21% | 7% | -2% | 5% | -14% | 2% | -3% | 33%[activator] | -5% | CC(C)c1nc(SCC(=O)Nc2c[nH]c(=O)[nH]c2=O)c2cnn(-c3ccccc3)c2n1
11% | -5% | -7% | 18% | 1% | 27% | -9% | -18% | 46%[activator] | COc1ccc(-c2nc(SCc3ccc(C#N)cc3)[nH]c(=O)c2C#N)cc1
-3% | -5% | -20% | 9% | 99%[activator] | -6% | i | 11% | 166%[activator] | Cn1c(CSc2ccccc2)c(C#N)c2ccccc21
0% | -1% | -10% | 0% | -18% | -10% | -1% | -14% | 12% | CNC(=O)C1CC(=O)N(Cc2ccc(OC)c(OC)c2)C(=Nc2ccc(OC)cc2)S1 (configuration not stated)
0% | -3% | -18% | 14% | -19% | 5% | 1% | 2% | 3% | COc1ccc(CCNc2nc3c(c(=O)n(C)c(=O)n3C)n2C)cc1OC
? | -7% | -17% | 10%[2.29 µM] | -3% | -3% | -8% | 3% | 44%[activator] | O=C(Nc1ccno1)Nc1ccc(Cl)cc1Cl
-13% | -1% | 23% | 14% | -15% | -1% | -5% | 1% | 1% | Cc1cc(C)cc(-c2nnc(SCC(=O)c3c(N)n(C4CC4)c(=O)[nH]c3=O)o2)c1
0% | -12% | -24% | -25% | -1% | 2% | -7% | 27% | 24% | O=C(O)CNC(=O)c1ccc(NC(=O)/C(=C/c2cccc([N+](=O)[O-])c2)NC(=O)c2ccco2)cc1
-16% | 0% | -23% | 19%[57.1 µM] | -6% | -13% | -9% | 30%[activator] | 14% | COc1ccc(-c2nnc(SCC(=O)Nc3ccc(C(C)=O)cc3)nc2-c2ccc(OC)cc2)cc1
0% | -6% | 4% | -2% | -3% | -13% | -8% | -7% | 10% | Cc1c(C)n(Cc2ccccc2)c2ncnc(NCCCO)c12
-23% | 4% | 38% | -2% | -14% | -11% | -8% | -1% | 16% | O=C(NC(=S)Nc1ccc(NC(=O)c2ccccc2)cc1)c1ccc(F)cc1
? | 5% | ? | -11% | 6.3µM* | -12% | -4% | -2% | ? | S=c1[nH]nc2ccccn12
13% | 9% | -14% | 17% | -10% | 0% | -5% | -6% | 30% | COc1ccc(C2CC(=O)c3cnc(N)nc3C2)c(OC)c1 (configuration not stated)
165%[activator] | -8% | -35% | ? | -20% | ? | 0% | -7% | ? | Oc1ccc2c(c1)C1CCCC1(N1CCOCC1)O2 (configuration not stated)

Later entries.
ALOX12 inh | ERG-DNA inh | RGS4 inhibitor | rTrxR1 inhibitor | JMJD2A Tudor inh | GLS inh | PGK inhibitor | Pin1 inhibitor | HP1b chromo inh | SMILES
? | -1% | -4% | 1% | ? | 0% | -5% | 3% | 4% | CCC(=O)N1CCN(c2ccc(NC(=S)NC(=O)c3cc4ccccc4o3)cc2)CC1
5% | -1% | 5% | 5%[57.1 µM] | -21% | 1% | -7% | 1% | 9% | COc1cccc(NC(=O)C(=O)NCC2CCCN2S(=O)(=O)c2ccccc2)c1 (configuration not stated)
-9% | -2% | 10% | 9% | 1% | 10% | 5% | ? | 31% | Nc1nc(F)cc(NCc2ccccc2)n1
1% | 1% | -3% | 7%[57.1 µM] | -32% | 1% | 7% | 0% | 13% | C=CCOc1c(Cl)cc(Cl)cc1S(=O)(=O)NCCO
? | -9% | -12% | 12%[57.1 µM] | -23% | -4% | -10% | -12% | 24% | CCC(=O)Nc1ccc2c(c1)ncn2-c1ccccc1OC
0% | -1% | -5% | 8% | -18% | 4% | -15% | 7% | 53%[activator] | O=C(O)c1cccc2c1C(=O)N(Cc1ccncc1)C2
-4% | 3% | -29% | 23% | 3% | -1% | -3% | -6% | 21% | CN(C)/C=N/S(=O)(=O)c1ccc(Cl)cc1
0% | 0% | ? | 12% | 71µM* | -5% | -6% | 8% | ? | CCCCOc1ccc(N(CC(=O)NCC2CCCO2)C(=O)CCC(=O)Nc2cc(C)ccn2)cc1 (configuration not stated)
13% | 1% | -33% | 19% | -6% | -2% | 0% | 5% | 19% | COc1ccc(NC(=O)NNC(=O)COc2ccc3ccccc3c2)cc1
-21% | 5% | -13% | 18%[57.1 µM] | -7% | ? | 0% | -4% | 30% | CC(=NNC(=O)c1ccc(NS(=O)(=O)c2ccc(Br)cc2)cc1)c1cccnc1
-23% | 2% | -9% | 7% | 31% | 5% | -8% | 2% | 21% | ONC(=Nc1ccc(Cl)cc1)c1ccccc1
-3% | -5% | 17% | 14% | -7% | -4% | 14% | 1% | 28% | CC1CN(c2nc3ccccc3nc2C(C#N)C(=O)OC2CCCCC2)CC(C)O1 (configuration not stated)
-13% | 1% | -19% | -16% | -29% | 1% | 0% | -5% | 32% | COc1ccc(CN2C(=O)c3cccnc3C2=O)cc1S(=O)(=O)N(C)Cc1ccco1
-12% | 9% | 13% | 15% | -21% | 16% | -6% | -1% | 9% | Cc1ccc(C(=O)Nc2c(-c3ccccc3)nc3ccccn23)cc1C
? | 1% | 18% | 8% | -9% | 11% | -1% | -7% | 23% | CCOC(=O)c1cnn(-c2ccccc2)c1NC(=O)CN1CCCCC1

Next entries
ALOX12 inh | ERG-DNA inh | RGS4 inhibitor | rTrxR1 inhibitor | JMJD2A Tudor inh | GLS inh | PGK inhibitor | Pin1 inhibitor | HP1b chromo inh | SMILES
18µM* | 19% | -41%[11.4 µM] | ? | -6%[11.4 µM] | 0% | -1% | -6% | 49%[activator] | O=C(/C=C/c1ccc(Cl)c([N+](=O)[O-])c1)c1cccnc1
-15% | 4% | -3% | 38%[57.1 µM] | -17% | -17% | -5% | 1% | -9% | COCC(C)Nc1ccc(S(=O)(=O)N2CCCC2)cc1[N+](=O)[O-] (configuration not stated)
/ | ? | -18% | 26%[57.1 µM] | -17% | 8% | -6% | ? | -3% | O=C1/C(=N\S(=O)(=O)c2cccs2)C([n+]2cccc(Cc3ccccc3)c2)=C([O-])c2ccccc21
28% | -1% | 22% | -6% | -12% | 15% | 5% | 2% | 41%[activator] | COC(=O)c1c(NC(=O)c2ccco2)sc2c1CCN(C(C)C)C2
-12% | 3% | -6% | 5% | 13% | -4% | / | 3% | 63%[activator] | Cc1ccc(-c2cc3ccccc3nc2N)cc1
-32% | -2% | 10%[56.9 µM] | 13% | -20% | -20% | -3% | -6% | -5% | CC1CCC(NC(=O)CCS(=O)(=O)c2ccc3c(c2)CCN3C(=O)C2CC2)CC1 (configuration not stated)
-1% | 1% | -2% | -8% | -11% | -4% | i | -2% | -17% | Cn1cnc2c(=O)oc3ccc(S(=O)(=O)Nc4ccc(F)cc4)cc3c21
3% | 3% | -47% | -5% | -13% | 2% | / | 1% | 26% | O=C(CSc1nnc(-c2cccnc2)n1-c1ccccc1)Nc1ccc2c(c1)OCO2
-20% | -8% | -7% | 28% | -10% | -13% | -4% | 15% | 7% | O=C(CCn1c(=O)c2cccn2c2cccnc21)NCc1ccc(F)cc1
-4% | -3% | ? | 2.5µM* | ? | 39%[activator] | -3% | ? | -53% | S=C(Nc1ccc(N2CCOCC2)cc1)Nc1ccc2nc(-c3ccco3)c(-c3ccco3)nc2c1
-3% | -12% | -16% | 1% | -27% | 9% | 0% | 2% | 16% | COc1cc(S(=O)(=O)N2CCN=C2c2ccccc2)c(OC)cc1Cl
/ | -7% | -38% | 0%[57.1 µM] | -5% | -5% | -4% | -4% | 22% | O=C(CN1CCN(C(=O)c2ccco2)CC1)Nc1cc(C(F)(F)F)ccc1Cl
6% | -2% | 9% | 8%[57.1 µM] | -31% | -3% | -3% | 0% | -6% | CCN(CC)S(=O)(=O)c1ccc2c(c1)nc(CCC(=O)Nc1ccc(N3CCOCC3)cc1)n2C
? | 7% | -2% | 2% | -15%[57.1 µM] | 2% | i | 1% | 18% | COc1ccc(-c2cn(-c3ccc(OC)cc3)c3[n+]2-c2ccccc2CC3)cc1
-2% | 0% | -6% | 29%[57.1 µM] | -15% | -3% | i | 0% | -2% | O=S1(=O)c2ccccc2N(Cc2ccccc2Cl)c2ccccc21
9% | -1% | 32% | ? | -12% | 2% | 6% | 4% | 29% | COc1ccc(C)cc1NC(=O)CNC(=O)[C@@H]1Cc2ccccc2CN1
